Dengue-2 NS5 capping – Dengue-2 NS5 methyltransferase inhibitors, primary screen, biochemical, confirmation dose response (AID 588689); hit rate 0.3% among 340,000; inhibition, % at 25 µM, or IC50 in µM where a hit was titrated; Dengue-2 NS5 methyltransferase capping enzyme assay, biochemical; higher % means a stronger effect; in the data active means a potency from the dose series; inconclusive means inhibition above about 29% without an active follow-up result
SV40 large T antigen – TAg ATPase/helicase activity blockers – biochemical (AID 1903); SV40 large T antigen ATPase/helicase inhibition assay; higher % means a stronger effect; hit rate 0.39% among 310,000; one-dose inhibition, % at 20 µM; IC50 in µM for titrated hits; in the data active means a potency from the dose series; inconclusive means inhibition mostly from about 32% at the one dose, without a potency; inactive means the rest, 99 in 100 with inhibition below about 32%; further: strong numbers were not always called active
RSV CPE inhibition – RSV antiviral activity via CPE protection, HEp-2 cells, primary 10 µM value included (AID 2391) | hit rate 0.13% among 310,000 | HEp-2 cells, RSV-induced CPE inhibition; higher % means a stronger effect | CPE inhibition, % at 10 µM; hits with a dose series show IC50 in µM; in the data active means a potency from the dose series; inconclusive means CPE inhibition mostly from about 23% at the one dose, without a potency; inactive means the rest, 99 in 100 with CPE inhibition below about 21%; further: strong numbers were not always called active
SIAH1 antagonists – blockers of Siah-1 interaction with plectin peptide – biochemical, fluorescence polarization, rhodamine-plectin, uHTS, primary screen (AID 1817); Siah-1 / rhodamine-plectin peptide fluorescence polarization; higher % means a stronger effect; displacement, % at 20 µM, or IC50 in µM where a hit was titrated; hit rate 0.02% among 290,000;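 active means displacement of at least 50% at 20 µM, with a fluorescence ratio check between 0.3 and a set limit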;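 further: plate controls were Siah plus tracer with DMSO for no effect and tracer alone without Siah for full effect; strong numbers were not always called active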
LYP inhibition – inhibitors of LYP phosphatase, biochemical, fluorescence intensity, uHTS (AID 1779); recombinant LYP phosphatase, fluorescence intensity; higher % means a stronger effect; inhibition, % at 11.5 µM, or IC50 in µM where a hit was titrated; hit rate 0.054% among 290,000; in the data active means inhibition above about 50%;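 further: plate controls were vehicle with enzyme for no effect and no enzyme for full effect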
AID2073 – inhibitors of Mint1-CaV2.2 protein interaction, biochemical, HTRF (AID 2073) | HTRF protein-protein interaction, Mint1-CaV2.2; higher % means a stronger effect | one-dose inhibition, % at 20 µM; IC50 in µM for titrated hits | hit rate 0.19% among 290,000; in the data active means inhibition mostly above about 51%, no sharp cut-off; inconclusive means no clear call, values can overlap the other calls; inactive means mostly below about 53%; further: some results filed as inactive read as strong as hits
XIAP antagonists – XIAP antagonists, biochemical, IAP family, fluorescence polarization (AID 1018); XIAP BIR domain, fluorescence polarization peptide displacement; higher % means a stronger effect; displacement, % at 20 µM, or IC50 in µM where a hit was titrated; hit rate 0.007% among 200,000; in the data active means displacement above about 50%; further: a part of the inactive calls stands beside numbers as strong as those of hits
HIV fusion peptide – cell-free HIV fusion peptide-binding blockers – biochemical, uHTS, fluorescence dequenching, primary screen (AID 1986); cell-free peptide binding, fluorescence dequenching, 30 min; higher % means a stronger effect; inhibition, % at 20 µM, or IC50 in µM where a hit was titrated; hit rate 0.3% among 290,000; in the data active means inhibition mostly above about 52%, no sharp cut-off; inactive means mostly below about 76%; further: some results filed as inactive read as strong as hits
MgcRacGAP inhibition – MgcRacGAP GTPase-activating activity inhibitors, confirmation, biochemical, ADP Hunter fluorescence; MgcRacGAP-stimulated Rac1 GTP hydrolysis, ADP Hunter fluorescence; higher % means a stronger effect; GST-tagged Rac1 F28L mutant substrate; inhibition, % at 30 µM, or IC50 in µM where a hit was titrated; AID 624330; hit rate 0.6% among 340,000;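 active means first-screen hits whose inhibition reached a set limit at any dose in the follow-up dose series; inconclusive means inhibition above the set first-screen limit but never retested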;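 further: fluorescence reports GDP produced by GAP-driven GTP hydrolysis; strong numbers were not always called active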
Dengue-2 NS5 capping pilot replicate – further read-out of Dengue-2 NS5 capping, marked with its call; inhibition, %; measured here: pilot screen replicate inhibition
Numbers without * were called inactive; ? = inconclusive; . = no result given.

SMILES	Dengue-2 NS5 capping	SV40 large T antigen	RSV CPE inhibition	SIAH1 antagonists	LYP inhibition	AID2073	XIAP antagonists	HIV fusion peptide	MgcRacGAP inhibition	others
Cc1cc(OCC(=O)Nc2ccccc2F)nc(C(C)C)n1	0.0%	10.2%	0.4%	3.7%	1.8%	24.6%	2.4%	-1.8%	2.3%
CN(C)c1cccc(N(C)C)c1CNC(=O)NC(=O)c1c(F)cccc1F	-2.6%	6.1%	0.7%	0.4%	-5.4%	5.1%	.	0.5%	2.2%
Cc1ccc(OCCCC(=O)Nc2nnc(C3CCCO3)s2)c(C)c1 (configuration not stated)	-2.9%	.	1.1%	2.1%	-8.0%	39.6%	35.7%	2.3%	4.7%
CC1=C[C@@H](C)[C@@H](c2ccc(C(F)(F)F)cc2)OC1=O	-4.0%	17.7%	3.4%	3.6%	-8.7%	-4.9%	.	0.4%	9.1%
COc1ccc(-c2nnc(Nc3nc4c(OC)cccc4s3)o2)c(OC)c1	4.8%	14.1%	7.8%	-11.6%	-0.9%	19.0%	-8.8%	-0.6%	7.0%
COc1cc(CN2CCNC(=O)C2CC(=O)N2CCCO2)cc(OC)c1 (configuration not stated)	.	17.7%	1.3%	5.7%	-4.2%	1.4%	-1.7%	-1.5%	-2.0%
CCOC(=O)C1(Cc2cccc(OC)c2)CCN(Cc2ccc(OC)c(O)c2)CC1	0.8%	24.6%	-2.4%	0.8%	-5.1%	-17.8%	-5.1%	-1.8%	6.1%
NCCCn1c(C(=O)c2ccc(Cl)cc2)c2ccc(C(F)(F)F)cc2[n+]1[O-]	4.2%	7.4%	0.9%	.	.	.	.	.	7.9%
CN1C(=O)c2cccc3c(S(=O)(=O)N(C)C)ccc1c23	-3.4%	3.1%	2.4%	-4.0%	-10.5%	?	.	-1.9%	10.6%
CCCNC(=O)c1ccccc1C(=O)NCCC	-1.4%	28.9%	-0.1%	0.9%	-7.6%	9.0%	-9.6%	0.2%	7.5%
O=C(NNC(=S)NC(=O)c1cccs1)c1ccc(NC(=O)c2ccccc2)cc1	5.1%	14.3%	6.2%	-4.9%	-5.9%	5.2%	-5.8%	5.5%	9.6%
Clc1ccc(SCCOCCN2CCCCCC2)cc1	2.7%	4.4%	-1.1%	5.1%	-13.6%	15.8%	.	2.1%	30.6%
O=c1cc(NC2CCCCC2)c2ccccc2o1	6.5%	9.7%	6.9%	-2.4%	-3.3%	22.6%	-7.4%	1.5%	4.3%
COc1ccc(NC(=O)CCNS(=O)(=O)c2ccc(Cl)c([N+](=O)[O-])c2)cc1S(N)(=O)=O	-3.6%	16.1%	0.5%	-0.4%	-7.2%	9.1%	.	-0.1%	2.6%
CCOC(=O)c1ccccc1NC(=O)CSc1nc2ccncc2[nH]1	6.2%	5.5%	2.8%	2.2%	-15.4%	1.5%	.	0.6%	-6.9%
COC(=O)Cc1cc(=O)n(-c2ccccc2)[nH]1	8.8%	13.7%	0.3%	-0.2%	-0.1%	8.5%	-2.5%	20.4%	7.4%
COc1ccc(C(=O)N/C(=C\c2ccccc2)C(=O)Nc2ccc(C(=O)O)cc2)cc1	-9.1%	3.7%	0.9%	13.1%	-3.7%	5.1%	.	1.5%	7.0%
COc1ccc(CCNC2=C(Cl)C(=O)N(CCc3ccccc3)C2=O)cc1OC	-2.4%	12.6%	20.9%	1.6%	-1.8%	0.6%	-11.8%	-2.4%	4.1%
CCc1noc(C)c1C(=O)N(CCOC)c1c(N)n(CC(C)C)c(=O)[nH]c1=O	-4.5%	13.7%	0.8%	-3.0%	-7.1%	4.7%	.	0.0%	7.4%
CCOC(=O)C1CN(S(=O)(=O)c2ccccc2)c2cc(S(=O)(=O)CC)ccc2O1 (configuration not stated)	-8.9%	5.5%	1.6%	2.0%	-6.8%	-0.6%	-2.3%	-2.5%	3.1%

As a short view, four of the compounds above.
SMILES	Dengue-2 NS5 capping	SV40 large T antigen	RSV CPE inhibition	SIAH1 antagonists	LYP inhibition	AID2073	XIAP antagonists	HIV fusion peptide	MgcRacGAP inhibition	others
COc1ccc(C(=O)N/C(=C\c2ccccc2)C(=O)Nc2ccc(C(=O)O)cc2)cc1	-9.1%	3.7%	0.9%	13.1%	-3.7%	5.1%	.	1.5%	7.0%
COc1ccc(CCNC2=C(Cl)C(=O)N(CCc3ccccc3)C2=O)cc1OC	-2.4%	12.6%	20.9%	1.6%	-1.8%	0.6%	-11.8%	-2.4%	4.1%
CCc1noc(C)c1C(=O)N(CCOC)c1c(N)n(CC(C)C)c(=O)[nH]c1=O	-4.5%	13.7%	0.8%	-3.0%	-7.1%	4.7%	.	0.0%	7.4%
CCOC(=O)C1CN(S(=O)(=O)c2ccccc2)c2cc(S(=O)(=O)CC)ccc2O1 (configuration not stated)	-8.9%	5.5%	1.6%	2.0%	-6.8%	-0.6%	-2.3%	-2.5%	3.1%

Other records follow:
SMILES	Dengue-2 NS5 capping	SV40 large T antigen	RSV CPE inhibition	SIAH1 antagonists	LYP inhibition	AID2073	XIAP antagonists	HIV fusion peptide	MgcRacGAP inhibition	others
O=C1c2ccccc2S(=O)(=O)c2cc(C(=O)N3CCN(c4ccc(Cl)cn4)CC3)ccc21	-5.6%	5.0%	5.4%	.	.	.	.	.	10.1%
COC(=O)C(c1ccccc1)C1(O)CC(C)N(C)CC1C (configuration not stated)	-4.3%	9.3%	1.2%	1.4%	-1.9%	0.1%	.	2.8%	5.6%
CSc1ccc(CCNC(=O)c2ccc(CS(=O)Cc3ccc(Cl)cc3)o2)cc1 (configuration not stated)	-8.0%	4.2%	20.6%	-1.9%	-13.2%	-7.5%	.	-0.2%	-7.5%
COc1ccc(CNC(=O)CN(c2cccc(OC)c2)S(C)(=O)=O)cc1	-3.5%	2.2%	-0.6%	6.7%	0.1%	-4.6%	2.1%	0.7%	4.3%
O=C(CNC(=O)c1ccc(Br)o1)NCC(=O)OCc1ccccc1	2.2%	14.3%	-0.6%	.	.	.	.	.	-0.4%
COc1ccc(NC(=O)CNC(=O)c2nn(-c3ccc(OC)c(Cl)c3)c(=O)c3ccccc23)c(OC)c1	4.0%	1.4%	4.9%	-1.6%	0.7%	15.0%	.	1.7%	8.1%
CCCCCn1c(=O)c(Cc2ccccc2)c(O)c2ccccc21	-5.6%	-1.6%	0.6%	-1.0%	-3.8%	-4.9%	-2.7%	-1.3%	6.3%
Cn1nccc1C(=O)OCC(=O)Nc1nc(-c2ccccc2)cs1	0.0%	9.8%	1.9%	1.1%	4.8%	8.2%	0.9%	0.7%	1.9%	Dengue-2 NS5 capping pilot replicate=-2.0
Cc1ccc(S(=O)(=O)N2CCN(C(=O)COC(=O)CCOc3ccc(C(C)(C)C)cc3)CC2)cc1	-1.5%	?	1.9%	.	.	.	.	.	10.3%
O=C1[C@H]2CC3C=CC2(O3)[C@@H]2OCCCN12 (some centres not stated)	0.0%	19.6%	4.7%	.	.	.	.	.	5.0%
CCn1c(SC(C)C(=O)N2CCOCC2)nc2sc(C)c(C)c2c1=O (configuration not stated)	-4.3%	4.7%	0.6%	.	.	.	.	.	5.8%
COc1ccc(CCNC(=O)C/C(C)=N/NC(=O)c2ccc([N+](=O)[O-])cc2Cl)cc1OC	-4.8%	14.2%	2.0%	-2.1%	-2.9%	-3.4%	.	-1.2%	-1.3%
Cc1ccc(-c2nc3ccccc3n3c(C)nnc23)cc1	.	1.4%	.	5.7%	-4.7%	0.9%	-2.6%	19.6%	.
O=C(NCCCN1CCC(Cc2ccccc2)CC1)c1ccc2nc(N3CCOCC3)sc2c1	-1.7%	24.4%	-2.5%	-6.2%	-7.2%	-0.8%	.	-0.8%	13.5%
O=c1nc(/C=C/c2ccccc2C(F)(F)F)cc(C(F)(F)F)[nH]1	-2.7%	11.1%	11.6%	-5.4%	-0.9%	11.3%	.	5.4%	18.2%
Cc1cnn(C(=S)NCC2CCCO2)c1 (configuration not stated)	0.8%	19.8%	3.4%	-0.7%	-11.7%	-1.4%	-6.4%	3.0%	-0.7%
CCCC(=O)Nc1ccc2c(c1)nc(CN1CCN(C(C)=O)CC1)n2C	-4.8%	-5.9%	2.6%	-0.7%	-7.7%	-7.5%	-2.4%	-1.4%	3.6%
COc1ccccc1C(=O)Nc1ccnn1C1CCN(C2CCSCC2)CC1	-2.6%	18.2%	-0.4%	-1.5%	-14.5%	6.0%	.	16.2%	4.8%
CCOC(=O)Nc1c(Cl)n(C)c(=O)n(C)c1=O	-4.0%	20.1%	-2.6%	0.8%	-6.3%	5.7%	.	1.8%	-0.1%
NC(=O)Cc1ccc2c(c1)[nH]c1ccccc12	-10.4%	-4.9%	-0.6%	-2.5%	-8.0%	11.2%	.	14.9%	6.0%
Cc1cc(SCC(=O)Nc2ccccc2C)nc(C)n1	-13.0%	-17.7%	-0.9%	-4.1%	-11.1%	-0.7%	-3.0%	3.7%	0.8%
Cc1cc([N+](=O)[O-])cc2ncccc12	-7.6%	-1.2%	0.5%	3.3%	-3.5%	0.0%	-11.8%	12.8%	8.7%
O=P(c1ccccc1)(c1ccccc1)c1nc(-c2ccccc2)oc1NCc1ccccc1	-2.4%	0.7%	?	-1.4%	12.0%	0.2%	-6.5%	0.6%	4.6%
Cc1oc2ccc(OCc3ccccc3Cl)cc2c1C(=O)O	0.7%	3.3%	7.1%	2.1%	-5.5%	9.4%	.	8.7%	.
Cc1ccc(N2C(=O)Nc3ccccc3C2(O)C(=O)NCCCOC(C)C)cc1C (configuration not stated)	-12.2%	2.6%	1.1%	-1.4%	-7.1%	13.2%	.	0.1%	8.2%

Random excerpt: 4 entries already listed
SMILES	Dengue-2 NS5 capping	SV40 large T antigen	RSV CPE inhibition	SIAH1 antagonists	LYP inhibition	AID2073	XIAP antagonists	HIV fusion peptide	MgcRacGAP inhibition	others
Cc1cc([N+](=O)[O-])cc2ncccc12	-7.6%	-1.2%	0.5%	3.3%	-3.5%	0.0%	-11.8%	12.8%	8.7%
O=P(c1ccccc1)(c1ccccc1)c1nc(-c2ccccc2)oc1NCc1ccccc1	-2.4%	0.7%	?	-1.4%	12.0%	0.2%	-6.5%	0.6%	4.6%
Cc1ccc(N2C(=O)Nc3ccccc3C2(O)C(=O)NCCCOC(C)C)cc1C (configuration not stated)	-12.2%	2.6%	1.1%	-1.4%	-7.1%	13.2%	.	0.1%	8.2%
Cc1cc(SCC(=O)Nc2ccccc2C)nc(C)n1	-13.0%	-17.7%	-0.9%	-4.1%	-11.1%	-0.7%	-3.0%	3.7%	0.8%

Filtered by structure: those above with a furan ring, fused or not.
SMILES	Dengue-2 NS5 capping	SV40 large T antigen	RSV CPE inhibition	SIAH1 antagonists	LYP inhibition	AID2073	XIAP antagonists	HIV fusion peptide	MgcRacGAP inhibition	others
CSc1ccc(CCNC(=O)c2ccc(CS(=O)Cc3ccc(Cl)cc3)o2)cc1 (configuration not stated)	-8.0%	4.2%	20.6%	-1.9%	-13.2%	-7.5%	.	-0.2%	-7.5%
O=C(CNC(=O)c1ccc(Br)o1)NCC(=O)OCc1ccccc1	2.2%	14.3%	-0.6%	.	.	.	.	.	-0.4%
Cc1oc2ccc(OCc3ccccc3Cl)cc2c1C(=O)O	0.7%	3.3%	7.1%	2.1%	-5.5%	9.4%	.	8.7%	.
